# Screens: PubChem BioAssay, several laboratories
# HTR2A ag – activates the mouse 5-HT2A serotonin receptor. hit rate 0.66% among 360,000. CHO-K1 mHTR2A beta-arrestin complementation, luminescence; percent of 30 µM serotonin response. activation, % at 7.6 µM;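 active means activation above a run cutoff, the mean activation of all tested compounds plus 3 SD, cut at about 14% in these data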;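 further: 0% = plate median of compound wells and 100% = 30 µM serotonin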
# Target sequence (P35363 whole entry, looked up): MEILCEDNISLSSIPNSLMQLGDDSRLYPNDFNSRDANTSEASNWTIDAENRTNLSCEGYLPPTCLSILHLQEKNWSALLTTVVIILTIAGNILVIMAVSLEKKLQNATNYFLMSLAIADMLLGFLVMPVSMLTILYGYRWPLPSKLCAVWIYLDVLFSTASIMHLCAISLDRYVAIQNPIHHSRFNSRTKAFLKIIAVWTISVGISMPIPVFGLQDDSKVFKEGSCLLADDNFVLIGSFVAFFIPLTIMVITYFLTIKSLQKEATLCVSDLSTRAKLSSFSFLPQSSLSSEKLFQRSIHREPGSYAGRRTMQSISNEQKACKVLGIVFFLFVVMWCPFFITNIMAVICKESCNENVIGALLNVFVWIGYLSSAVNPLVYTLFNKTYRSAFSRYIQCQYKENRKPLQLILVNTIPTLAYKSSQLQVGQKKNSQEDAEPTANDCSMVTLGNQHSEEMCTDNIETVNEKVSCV
# MC4R antagonist – blocks human MC4R cAMP signaling | P32245 | MC4R-expressing cells, MTII-stimulated cAMP, LANCE TR-FRET | inhibition, % at 6.5 µM | hit rate 0.48% among 360,000;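 active means inhibition above its plate's cutoff, the mean of tested wells on that plate plus 3 SD, cut at about 29% in these data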;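 further: 0% = Melanotan II alone and 100% = Melanotan II plus saturating MCL0020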
#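 Assay system: human MC4R-expressing U2OS cells; reagent: Melanotan II stimulation of cells; dosing: 6.5 µM single dose; timing: compound 30 min, challenge 1 h, detection 1 h; signal: TR-FRET cAMP assay; replicates: one well per compound, no replicates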
# ABHD5-PLIN5 inh – blocks binding of human ABHD5 to perilipin-5 | Q00G26+Q8WTS1 | Split G. princeps luciferase complementation, luminescence, 4 h | inhibition, % at 4 µM | hit rate 0.78% among 360,000;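 active means inhibition above the mean inhibition across every tested compound plus 3 SD, cut at about 22% in these data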;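 further: 0% = DMSO only wells and the 100% control is not disclosed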
# N-glyco inh – blocks N-linked glycosylation in D54 reporter cells; D54 ERlucT glycosylation luciferase reporter, 24 h; percent of 100 nM tunicamycin response; reporter increase, % at 12.5 µM; hit rate 0.23% among 360,000; AID 588692;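 active means mean luciferase reporter signal, scaled so untreated is 0 and the glycosylation-blocking control 100, at or above a set limit in every replicate; inconclusive means mean reaches the limit but not every replicate does; inactive means mean below the limit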;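 further: luciferase carries N-glycosylation sites so blocking glycosylation raises the light; 0% = median of neutral control wells and 100% = median of 100 nM tunicamycin wells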
# CaV13 ICDI inh – Primary screen for inhibitors of IQ motif and Ca2+-dependent inactivation inhibitor domain binding in CACNA1D, Förster resonance energy transfer in living cells, …; HEK cells, CFP/YFP FRET ICDI-IQ, plate reader, 10 min; percent FRET-ratio fall versus neutral wells; hit rate 0.098% among 340,000; inhibition, % at 12.3 µM;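 active means mean replicate inhibition of at least 30% and at least 1% of replicates passing that level; inconclusive means only one of the two criteria is met; inactive means neither criterion is met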;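 further: 0% = median of the neutral control wells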
# Granule exo inh – blocks lytic granule exocytosis; TALL-104 LAMP-1 surface exposure, flow cytometry; cells stimulated with thapsigargin and PMA; inhibition, % at 10 µM; hit rate 0.66% among 360,000; AID 651702;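 active means inhibition above about 55%, limit read from the data; inconclusive means no clear call, values can overlap the other calls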
# H9c2 protect – myocardial damage modulation in H9c2 cells | protection from H2O2 cell death, % at 20 µM | hit rate 0.63% among 360,000 | H9c2 cardiomyocytes, H2O2 injury protection, ATPLite, 2 h;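 active means compounds giving at least 50% protection of heart cells from peroxide-induced death in the single-dose screen, raw or plate-pattern-corrected value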;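 further: 0% = DMSO wells with peroxide and 100% = DMSO wells without peroxide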
# MC4R ag barr – activates human MC4R beta-arrestin recruitment; P32245; U2OS MC4R beta-arrestin complementation, luminescence; percent of melanotan II response, DMSO zero; activation, % at 8.9 µM; hit rate 0.98% among 360,000;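 active means activation above a per-plate cutoff, the mean activation of sample wells on that plate plus 3 SD, cut at about 8% in these data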
# PDI turbidity – blocks human protein disulfide isomerase activity. PDI insulin aggregation turbidity, A650, 90 min. hit rate 0.052% among 350,000. inhibition, % at 10 µM;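 active means mean inhibition across replicates of 30% or more, whatever share of single replicates reach that level; inconclusive means mean inhibition below 30% while every single replicate reaches 30%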;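 further: absorbance from insulin aggregation driven by PDI reduction with DTT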
# Target sequence (P07237 whole entry, looked up): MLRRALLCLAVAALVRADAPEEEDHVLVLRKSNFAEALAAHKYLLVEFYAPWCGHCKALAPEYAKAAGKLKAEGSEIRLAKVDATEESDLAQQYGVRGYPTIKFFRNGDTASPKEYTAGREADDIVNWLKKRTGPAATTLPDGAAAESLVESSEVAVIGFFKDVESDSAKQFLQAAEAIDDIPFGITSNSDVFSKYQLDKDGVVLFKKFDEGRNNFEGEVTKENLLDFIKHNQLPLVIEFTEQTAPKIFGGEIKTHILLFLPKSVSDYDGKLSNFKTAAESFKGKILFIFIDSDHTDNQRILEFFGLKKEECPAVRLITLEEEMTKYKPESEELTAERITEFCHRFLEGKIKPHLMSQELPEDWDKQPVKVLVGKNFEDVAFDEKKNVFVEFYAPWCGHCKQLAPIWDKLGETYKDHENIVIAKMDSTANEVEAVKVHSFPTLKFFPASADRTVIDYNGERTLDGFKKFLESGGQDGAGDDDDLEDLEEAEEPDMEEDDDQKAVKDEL
# ABCB6 inh MLPCN – blocks the human ABCB6 transporter; fluorescence ratio to DMSO, % at 10 µM; Q9NP58; AID 602162; K562-ABCB6 porphyrin accumulation, flow cytometry, 1 h; active compounds read low; hit rate 0.19% among 360,000;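 active means fluorescence ratio to DMSO below 75%, the collection mean minus 3 SD; inconclusive means too few cells collected in the well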;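 further: signal is porphyrin accumulated inside mitochondria; 100% equals median channel fluorescence of DMSO control wells; lower ratio means ABCB6 inhibition with less porphyrin fluorescence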
# Numbers without * were called inactive; ? = inconclusive; / = no result given; & = joins results of further samples.
# Screens in order – HTR2A ag	MC4R antagonist	ABHD5-PLIN5 inh	N-glyco inh	CaV13 ICDI inh	Granule exo inh	H9c2 protect	MC4R ag barr	PDI turbidity	ABCB6 inh MLPCN
> COc1ccc2ncc(OC(C)=O)cc2c1
    2	2	4	-1	-5	3	3	1.4	-3	100
> Cc1ccc(C(=O)c2ccccc2C(=O)OCC(=O)NC(C)(C)C)cc1
    -7	7	-3	2	-1	0	6	-2.9	11	96
> CCN1CCN(S(=O)(=O)c2ccc(Br)s2)CC1
    0	4	-3	-1	-10	-2	-1	-2.0	0	96
> O=C(COC(=O)c1c[nH]c2ccccc12)NC1CCCCC1
    -4	3	1	-1	-3	2	0	-1.2	2	97
> CCOc1ccc(NC(=O)C(Cc2ccccc2)N2C(=O)c3cccc4cccc(c34)C2=O)cc1 (configuration not stated)
    -2	27	-2	0	2	-5	9	3.0	-7	106
> CCN(CC)S(=O)(=O)c1ccc2[nH]cc(C(=O)NCCc3ccc(OC)c(OC)c3)c(=O)c2c1
    -4	3	1	1	-4	-2	14	-2.4	12	93
> CCOc1ccc(/C=C/C(=O)OCC(=O)NCCc2ccc(OCC)c(OCC)c2)cc1OC
    -1	-4	6	0	-5	15	3	-3.4	-3	97
> CCOc1[nH]n(-c2ccccc2)c(=O)c1C=Nc1ccc(C)cc1
    -2	1	-2	4	-2	11	-6	0.7	-6	107
> Cc1c(NC(=O)CN2C(=O)c3ccccc3C2=O)c(=O)n(-c2ccccc2)n1C
    3	5	1	2	/	0	3	-0.4	10	96
> CCN1CCN(c2ncnc3c2nnn3Cc2ccccc2)CC1
    -1	7	4	0	-6	-5	6	-2.4	11	100
> Cc1cc(NC(=O)c2cc3cc([N+](=O)[O-])ccc3s2)no1
    1	5	2	0	-18	-7	5	-0.8	14	94
> Cc1ccc(-c2cc(C(=O)Nc3ccc(S(=O)(=O)Nc4nccs4)cc3)c3ccccc3n2)c(C)c1
    0	14	-3	1	-12	4	2	-3.9	-6	85
> CCOC(=O)c1ccc(NC(=O)COc2ccc(S(=O)(=O)NC(C)CC)cc2)cc1 (configuration not stated)
    -8	4	-3	-2	-7	-4	-6	0.5	-2	97
> CNc1nc(SCc2ccc(C)cc2)nc2c1CCCC2
    -6	7	-3	-7	-5	26	-19	1.5	0	90
> CCOC(=O)c1c(NC(=O)CC)sc(C(=O)N2CCCCC2)c1C
    6	0	-4	-2	/	3	4	-0.5	14	86
> COc1ccccc1NC(=O)C(C)OC(=O)Cn1cnc2c1c(=O)n(C)c(=O)n2C (configuration not stated)
    -4	6	0	-1	-4	3	0	-3.6	-2	98
> CCCCC1=NN(C(=O)c2cccnc2)C(O)(C(F)(F)F)C1 (configuration not stated)
    -3	-3	-2	0	-5	0	0	3.6	-5	101
> O=[N+]([O-])c1cc(C(F)(F)F)cc([N+](=O)[O-])c1NCCCNc1ccc([N+](=O)[O-])c2cccnc12
    7	6	1	-2	-7	-2	-7	-1.7	-2	94
> CCOC(=O)c1c(/N=C/c2ccc(C)cc2O)sc2c1CCC2
    5	-9	10	1	-17	?	12	0.9	-4	93
> Cc1ccc(S(=O)(=O)N(CC(=O)NCc2ccco2)c2ccccc2C)cc1
    -3	12	2	-2	-3	22	1	0.3	6	100
> CCOc1ccc(NS(=O)(=O)c2ccc3c(c2)CCN3C(=O)CCC(=O)O)cc1
    4	7	-6	2	-3	-6	-2	-0.8	10	102
> O=S(=O)(c1ccc2c(c1)OCCO2)N1CCN(S(=O)(=O)c2ccccn2)CC1
    -5	9	0	1	-5	-5	2	-0.9	-1	95
> O=C(Cc1cc(=O)[nH][nH]1)N/N=C/c1cccc(Cl)c1Cl
    -2&0	2&7	-2&6	1&2	-2&-2	0&-2	-3&-1	-0.3&0.7	6&4	98&98
> COc1ccc(-c2cc(C)no2)cc1S(=O)(=O)N1CC(=O)Nc2ccccc21
    -2	-1	11	3	-3	-2	6	-0.2	5	101
> CC(C)CNc1nc(Oc2ccc(=O)n(-c3ccccc3)n2)nc(N2CCOCC2)n1
    -2	11	-8	0	/	0	3	-1.4	-10	95
> CCOC(=O)C(C)c1nn(C)c(=O)c2ccccc12 (configuration not stated)
    2	10	1	-1	/	-1	-10	-0.9	-2	96
> O=C(c1[nH]c(C(F)(F)F)nc1-c1ccccc1)N1CCN(C/C=C/c2ccccc2)CC1
    -2	/	0	2	-7	2	0	/	/	99
> C=CCn1c(O)c(N=Nc2nc3ccccc3c(=O)n2-c2ccccc2)c2ccccc21
    0	5	7	3	-5	4	34	-1.1	1	100
> C=CC(=O)Nc1ccc(N(C)c2ccnc(Nc3ccc(N4CCN(C)CC4)cc3)n2)cc1
    -8	8	0	-10	-24	9	15	0.2	7	94
> CCNc1nc(Oc2ccc(F)cc2)cc(C(F)(F)F)n1
    -5	5	-1	0	-2	-2	-16	-1.0	8	94
> CCCc1ccc(C(C)NC(=S)NC2CCCCC2)cc1 (configuration not stated)
    -4	1	3	-6	/	36	-13	1.1	-5	101
> Cc1cc(C)n2nc(C(=O)NC3CCCc4ccccc43)nc2n1 (configuration not stated)
    0	5	-2	2	-3	2	-2	-0.4	-8	99
> Cc1cc(OCc2cc(C(=O)N(C)Cc3ccccn3)no2)cc(C)c1Cl
    -2	-2	2	-2	-5	-1	-9	-4.0	1	99
> COc1ccc(-c2nnc(C3CCN(S(=O)(=O)c4ccccc4)CC3)o2)cc1
    1	5	-3	-4	/	14	-2	1.3	/	97
> CC(C)C(=O)NC(CC(=O)O)c1ccccc1 (configuration not stated)
    3	3	0	1	-2	-4	3	-1.5	2	97
> O=C(NCCCN1CCOCC1)C(=O)N/N=C/c1ccc(F)cc1
    -3	-8	12	0	-5	16	-1	6.2	12	97
> Cc1onc(-c2ccccc2)c1C(=O)OCC(=O)c1ccc(F)cc1
    -6	2	-3	-1	-9	1	1	0.7	4	100
> COc1cc2c(cc1OC)-c1cc(Nc3ccccc3)nc(=O)n1CC2
    3	2	6	5	-18	-9	4	-1.2	-3	96
> Cc1onc(-c2ccccc2Cl)c1C(=O)N1CCC(C)CC1
    -7	8	4	3	-4	2	-1	0.2	-1	99
> CC(=O)NCC(=O)OCC(=O)c1ccc(C)cc1
    -7	-6	-7	2	/	0	3	-2.4	-2	99

# Nothing new here: entries from further up.
# Screens in order – HTR2A ag	MC4R antagonist	ABHD5-PLIN5 inh	N-glyco inh	CaV13 ICDI inh	Granule exo inh	H9c2 protect	MC4R ag barr	PDI turbidity	ABCB6 inh MLPCN
> COc1ccc2ncc(OC(C)=O)cc2c1
    2	2	4	-1	-5	3	3	1.4	-3	100
> Cc1ccc(C(=O)c2ccccc2C(=O)OCC(=O)NC(C)(C)C)cc1
    -7	7	-3	2	-1	0	6	-2.9	11	96
> CCN1CCN(S(=O)(=O)c2ccc(Br)s2)CC1
    0	4	-3	-1	-10	-2	-1	-2.0	0	96
> O=C(COC(=O)c1c[nH]c2ccccc12)NC1CCCCC1
    -4	3	1	-1	-3	2	0	-1.2	2	97
> CCOc1ccc(NC(=O)C(Cc2ccccc2)N2C(=O)c3cccc4cccc(c34)C2=O)cc1 (configuration not stated)
    -2	27	-2	0	2	-5	9	3.0	-7	106
> CCN(CC)S(=O)(=O)c1ccc2[nH]cc(C(=O)NCCc3ccc(OC)c(OC)c3)c(=O)c2c1
    -4	3	1	1	-4	-2	14	-2.4	12	93
> CCOc1ccc(/C=C/C(=O)OCC(=O)NCCc2ccc(OCC)c(OCC)c2)cc1OC
    -1	-4	6	0	-5	15	3	-3.4	-3	97
> CCOc1[nH]n(-c2ccccc2)c(=O)c1C=Nc1ccc(C)cc1
    -2	1	-2	4	-2	11	-6	0.7	-6	107
> Cc1c(NC(=O)CN2C(=O)c3ccccc3C2=O)c(=O)n(-c2ccccc2)n1C
    3	5	1	2	/	0	3	-0.4	10	96

# Further entries
# Screens in order – HTR2A ag	MC4R antagonist	ABHD5-PLIN5 inh	N-glyco inh	CaV13 ICDI inh	Granule exo inh	H9c2 protect	MC4R ag barr	PDI turbidity	ABCB6 inh MLPCN
> Cc1ccc(CN2CCN(Cc3ccc(C)s3)CC2CCO)cc1 (configuration not stated)
    -5	5	-5	0	-6	0	-4	0.3	-1	95
> C[C@H](CO)N1C[C@H](C)[C@@H](CN(C)C(=O)Nc2ccc3c(c2)OCO3)Oc2c(NC(=O)Nc3ccc(C(F)(F)F)cc3)cccc2C1=O
    5	56*	12	-8	-5	1	86*	-0.5	-6	98
> COc1ccc(N2CC(C(=O)Nc3nnc(SCC(=O)NCc4ccco4)s3)CC2=O)cc1 (configuration not stated)
    -5	4	10	1	-2	-6	0	-3.1	4	99
> CCCN(Cc1ccccc1)C(=S)NC(=O)c1ccccc1[N+](=O)[O-]
    -1	13	-3	2	-1	6	19	-1.6	-4	88
> CC(=O)Nc1ccc(-c2cc(C(=O)O)c3ccc(C)cc3n2)cc1
    3	8	1	0	4	-1	6	-0.8	2	96
> CC1=NN(CCc2ccccn2)C(=O)CC1
    2	-3	1	1	5	-1	0	-1.2	-2	100
> CC(C)CN(C(=O)CSc1ccc2c(c1)OCCO2)c1c(N)n(CC(C)C)c(=O)[nH]c1=O
    0	3	0	2	-5	-4	5	2.5	-5	92
> COc1ccc(C)cc1NC(=O)NCc1ccccc1F
    -5	-6	2	0	-2	-9	-18	-3.2	16	97
> Nc1ccc(Oc2c(Cl)cccc2Cl)nc1
    2	21	-7	1	-4	-4	-3	0.0	8	99
> Cc1cccc(Cn2c(=O)c3c(nc4n3CCCN4Cc3ccccc3)n(C)c2=O)c1
    -3	4	5	-6	/	2	10	-0.7	-1	92
> Cc1nnc2ccc(-c3cccc(NC(=O)c4ccc(Br)o4)c3)nn12
    -3	11	-1	3	3	10	49	-1.4	-4	105
> Cc1nn(-c2ccc(Cl)cc2)c(Cl)c1/C=C(\C#N)C(N)=O
    -1	0	5	9	-5	-3	-1	-0.3	9	79
> C=CCn1c(SCC(=O)N(CCO)CCO)nc2sc3c(c2c1=O)CCC3
    -1	2	8	1	-2	-2	6	-1.8	-3	99
> OCCC1CN(Cc2cccc(O)c2)CCN1CCc1ccccc1 (configuration not stated)
    -4	3	-2	0	-4	1	5	1.0	4	93
> Cc1ccc2[nH]c(=O)c(CN(CCc3ccccc3)C(=O)N3CCOCC3)cc2c1
    1	0	-4	0	-3	0	14	-0.7	3	91
> Cc1ccc(S(=O)(=O)N2CCCC2)cc1C(=O)NCCOc1ccccc1
    -9	3	4	-2	-2	-2	2	-1.4	1	96
